CaV13 ICDI inh: Primary screen for inhibitors of IQ motif and Ca2+-dependent inactivation inhibitor domain binding in CACNA1D, Förster resonance energy transfer in living cells, … | inhibition, % at 12.3 µM | AID 743397 | HEK cells, CFP/YFP FRET ICDI-IQ, plate reader, 10 min; percent FRET-ratio fall versus neutral wells | actives 0.098% (n = 340,000);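 active = mean replicate inhibition of at least 30% and at least 1% of replicates passing that level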;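 also: 0% = median of the neutral control wells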
HIF-2a block: HIF-2a inhibition. AID 624352. inhibition, % at 18.8 µM. actives 0.72% (n = 360,000). 786-0 RCC cells HIF-2a reporter, luciferase luminescence, overnight;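 active = inhibition of the luminescence signal of 40% or more relative to plate controls, in a single-dose primary screen at 18.75 µM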
NR2E3 ag-1: activates human NR2E3 receptor; inhibition of corepressor binding, % at 3.98 µM; Q9Y5X4; CHO-S Gal4-NCOR/VP16-NR2E3 two-hybrid, luciferase; actives 0.35% (n = 360,000); AID 602229;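 active = inhibition above the mean of all tested compounds plus 3 SD, cut at about 70% in these data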;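 also: 0% = DMSO with NR2E3 transfected cells and 100% = cells lacking NR2E3 construct; higher means lower luciferase signal from less NR2E3 corepressor binding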
Target sequence (Q9Y5X4 whole entry, looked up, the tested form may be a part): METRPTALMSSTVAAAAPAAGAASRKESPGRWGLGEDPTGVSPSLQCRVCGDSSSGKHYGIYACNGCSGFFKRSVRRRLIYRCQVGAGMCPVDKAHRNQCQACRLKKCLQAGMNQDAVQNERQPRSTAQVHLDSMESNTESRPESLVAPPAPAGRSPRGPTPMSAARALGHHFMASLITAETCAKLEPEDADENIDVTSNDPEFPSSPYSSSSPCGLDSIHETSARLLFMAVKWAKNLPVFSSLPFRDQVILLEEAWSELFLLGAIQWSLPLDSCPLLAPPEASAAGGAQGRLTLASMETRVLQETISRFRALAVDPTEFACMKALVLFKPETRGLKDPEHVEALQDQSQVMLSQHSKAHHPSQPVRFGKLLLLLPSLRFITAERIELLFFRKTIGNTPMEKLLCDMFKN
Vif imaging: blocks HIV Vif function; HEK293T cells, Vif self-association by quenched fluorescence, imaging, 24 h; inhibition, % at 7.49 µM; actives 0.35% (n = 340,000); AID 602346; in the data active = inhibition above about 50%, passing the limit was not always enough; also: some results filed as inactive read as strong as hits
PDI inh: blocks human protein disulfide isomerase activity | actives 0.052% (n = 350,000) | inhibition, % at 10 µM | P07237 | AID 588391 | PDI insulin aggregation turbidity, A650, 90 min;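 active = mean inhibition across replicates of 30% or more, whatever share of single replicates reach that level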;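 also: absorbance from insulin aggregation driven by PDI reduction with DTT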
Target sequence (P07237 whole entry, looked up): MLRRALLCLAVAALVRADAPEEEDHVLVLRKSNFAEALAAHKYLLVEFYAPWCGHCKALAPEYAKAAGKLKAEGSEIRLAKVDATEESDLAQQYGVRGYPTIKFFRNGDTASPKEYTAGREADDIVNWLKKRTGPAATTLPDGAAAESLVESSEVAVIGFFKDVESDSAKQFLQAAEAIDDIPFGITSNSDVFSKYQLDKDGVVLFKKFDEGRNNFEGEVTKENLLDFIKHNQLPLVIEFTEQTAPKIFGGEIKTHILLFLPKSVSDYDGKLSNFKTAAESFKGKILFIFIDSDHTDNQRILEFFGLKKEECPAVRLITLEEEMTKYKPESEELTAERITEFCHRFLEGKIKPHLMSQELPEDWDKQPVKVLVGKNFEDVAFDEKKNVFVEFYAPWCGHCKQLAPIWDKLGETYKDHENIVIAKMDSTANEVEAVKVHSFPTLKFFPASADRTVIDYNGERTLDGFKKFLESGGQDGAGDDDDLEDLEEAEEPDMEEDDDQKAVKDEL
MITF TRPM1 inh: reduces MITF-dependent TRPM1 promoter luciferase signal; SK-MEL-5 TRPM1 promoter luciferase, 24 h; inhibition, % at 12.5 µM; actives 0.83% (n = 330,000);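 active = mean inhibition across replicates of 60% or more, whatever share of single replicates reaches that level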; also: values of inactives mirror those of a sister screen read the other way
aDG glyco act: alpha-DG glycosylation activation. actives 0.22% (n = 360,000). AID 624168. activation, % at 10 µM. Pro5-aDG cells, alpha-DG glycosylation AlphaScreen (IIH6); 0% Pro5, 100% B10-LARGE cell signal;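 active = activation of at least 8% versus controls, or a plate z-score of at least 8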;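 also: Pro5 are CHO cells carrying HIG-tagged alpha-DG that lacks glycosylation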
NR2E3 ag-2: agonists of human nuclear receptor NR2E3; Q9Y5X4; GST-NR2E3/biotin-RetCOR TR-FRET, 1536-well; inhibition of corepressor binding, % at 4.78 µM; actives 0.12% (n = 320,000); AID 2300;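 active = percent inhibition above the cutoff of mean plus 3 SD of all tested compounds, set per screening campaign, cut at about 20% in these data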;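 also: 0% = DMSO wells and 100% = biotin wells as full block of FRET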
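Material – GST-tagged NR2E3 plus biotinylated RetCOR corepressor · Quantity – NR2E3 fusion 1.35 nM · Times – 5 h incubation at 4 °C · Medium – pH 7.5 Tris-based buffer · Technique – TR-FRET, Eu(K)-anti-GST donor, streptavidin-D2 acceptor, ex 340, em 617/671 nm · Benchmarks – high control biotin, low control 0.6% DMSO · Format – 1536-well plates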
Peg3 promoter: reduces Peg3 promoter-driven luciferase expression in HeLa | HeLa PEG-Prom luciferase reporter, luminescence, overnight | inhibition, % at 20 µM | actives 1.7% (n = 360,000) | AID 588405;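 active = inhibition of at least 50% at 20 µM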
Exocytosis inh: blocks lytic granule exocytosis; actives 0.66% (n = 360,000); inhibition, % at 10 µM; TALL-104 LAMP-1 surface exposure, flow cytometry; cells stimulated with thapsigargin and PMA;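 active = inhibition above about 55%, limit read from the data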
iPSC survival up: increases survival of single human iPS cells. hiPSC single-cell survival, ATPlite luminescence; 100% = ROCK inhibitor wells, 0% = DMSO. survival enhancement, % at 20 µM. actives 0.044% (n = 360,000). AID 602274; in the data active = survival enhancement above about 18%;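 also: cells exposed to compounds for 16 hours before the ATP read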
Active calls of the source: *; / = not tested or not shown.

The line under a structure holds: CaV13 ICDI inh	HIF-2a block	NR2E3 ag-1	Vif imaging	PDI inh	MITF TRPM1 inh	aDG glyco act	NR2E3 ag-2	Peg3 promoter	Exocytosis inh	iPSC survival up
COc1cc(C2SCC(=O)N2c2c(C)n(C)n(-c3ccccc3)c2=O)ccc1O (configuration not stated)
 : -6	5	2	0	8	1	-0.2	1	-10	-3	0.5
Cc1cccc(OCCSc2nnc(-c3ccoc3C)n2C)c1
 : -5	-10	-28	-5	2	-3	0.1	-1	-7	-1	-1.3
CC(NC(=O)CN1C(=O)NC2(CCCCCC2)C1=O)c1ccccc1 (configuration not stated)
 : -5	8	-1	4	-8	5	0.0	3	11	3	0.1
COc1ccccc1C(O)P(=O)(OC1CCCCC1)OC1CCCCC1 (configuration not stated)
 : -1	2	4	3	-3	1	-0.1	0	14	7	0.4
CCOc1cc([C@H]2[C@@H]3CCCC[C@]3(O)CCN2CC(=O)NCc2ccco2)ccc1O
 : -5	-21	-12	9	-5	-1	0.0	3	12	0	0.7
CNC(=O)c1nc(C)c(C2(C)CC(c3ccccc3)=NO2)s1 (configuration not stated)
 : -5	1	-13	3	5	6	0.0	-2	10	0	-0.3
Cc1ccccc1-c1ccc(Nc2ccc(C(=O)N3CCOCC3)cc2)nn1
 : -8	-3	16	14	-3	-1	0.4	0	0	2	-2.4
Cc1cccc(C)c1NC(=O)CSc1nnc(CCCCCNC(=O)OC(C)(C)C)o1
 : -8	13	-29	-25	-3	7	0.2	0	12	-2	-0.9
Cc1cc(C)c2c(Cn3ccnc3)cc(=O)oc2c1
 : -3	21	-16	-1	14	-6	0.0	4	18	13	0.2
Cc1cc(NC(=O)CCC(=O)N(CC(=O)NC2CCCC2)c2ccc(Cl)cc2)no1
 : -5	3	-16	-9	-1	4	-0.1	2	1	-2	0.2
O=C(N1CCOCC1)N1CCN(c2ccccc2F)CC1
 : -2	6	13	9	/	/	-0.3	-1	-3	0	1.0
Cc1ccc(C(=O)/C=C/Nc2ccc(S(=O)(=O)Nc3onc(C)c3C)cc2)cc1
 : -3	-43	-77	-2	5	-15	0.2	2	-63	-3	2.2
CC1CCCN(C(=O)Cc2ccc(F)cc2)C1 (configuration not stated)
 : -4	-25	-15	-6	2	-6	-0.1	1	-11	-1	0.1
CC(C)c1ccc(S(=O)(=O)N2CCN(C(=O)CN3C(=O)NC4(CCCCC4)C3=O)CC2)cc1
 : -6	8	-1	-7	13	9	0.2	1	3	-1	-0.3
CSCCc1nc(SCC(=O)Nc2nnc(C)s2)[nH]c1C
 : -2	14	-6	0	7	10	0.1	3	16	0	2.8
N#Cc1ccsc1NC(=O)CSc1nnnn1-c1ccc(O)cc1
 : -2	-136	-14	-4	9	-9	-0.2	1	-92	-2	0.1
CCCCNC(=O)C[C@@H]1C[C@@]2(C(=O)OCC)CCC=C2N(Cc2ccc3c(c2)OCO3)C1=O
 : -3	-3	0	/	/	/	-0.1	/	/	-3	-1.2
CCO[C@@H]1OC(C(=O)N2CCN(Cc3ccccc3)CC2)=C[C@H](C2CC2)[C@H]1CCCO
 : -12	11	-3	-7	2	-3	1.1	0	6	-4	-1.1
CCn1c(SCC(N)=O)nnc1-c1ccc2c(c1)OCO2
 : 2	16	-12	8	1	5	0.1	-3	7	-7	2.3
CC(C)Oc1ccc(S(=O)(=O)N2CCOCC2)cc1NC(=O)C1CCCCC1
 : -2	8	-40	-2	-1	-4	-0.2	0	-3	1	0.6
Cc1cc(-c2ccc(C)c(S(=O)(=O)Nc3ccc(S(N)(=O)=O)cc3)c2)on1
 : -7	10	-21	3	6	-9	-0.1	4	7	-1	0.2
COc1ccc2nc(NC(=O)C3CCN(S(=O)(=O)c4cccc5nsnc45)CC3)sc2c1
 : -5	18	3	-32	-12	74*	0.9	-1	81*	2	-4.0
Cc1onc(-c2ccccc2)c1C(=O)NNC(=S)NC(=O)/C=C/c1ccccc1
 : -6	20	-55	0	-5	-2	-0.2	-1	31	-4	0.0
CCN1C[C@@H]2[C@@H]3C(=O)N(Cc4ccccc4)C(=O)[C@@H]3[C@](CC)(C1=O)N2C(=O)c1ccccc1
 : -11	11	-8	1	-8	4	0.1	/	-7	3	-1.2
O=C(OCCN1CCOCC1)c1ccc(O)cc1
 : -4	-10	-5	3	-12	17	-0.1	2	-5	2	0.1
COc1cc(OC)c(N(C)S(=O)(=O)c2cccc(C(=O)OCC(=O)N(C)C3CCCCC3)c2)cc1Cl
 : -2	5	-19	12	6	/	-0.2	/	8	1	2.5
O=C(c1ccco1)N1CCN(C(=O)c2cc3sccc3n2Cc2ccccc2)CC1
 : -8	-15	0	-11	3	8	0.1	0	26	-2	-0.5
COc1cccc(/C=C/C(=O)OCC(=O)N2c3ccccc3CC2C)c1 (configuration not stated)
 : -5	3	-10	8	-3	/	0.0	/	-5	-2	-1.8
C[C@H](CO)N1C[C@H](C)[C@H](CN(C)C(=O)c2ccc(N3CCN(C)CC3)cc2)OCc2cnnn2CCCC1=O
 : -11	9	6	-3	-3	/	0.0	/	-1	6	-0.3
N#CC1=C(N)S[C@H](C(=O)C23CC4CC(CC(C4)C2)C3)[C@H]1c1ccncc1
 : /	34	5	4	7	-6	-0.3	0	23	1	1.6
N/C(CC1CC1(Cl)Cl)=N\OC(=O)c1ccccc1 (configuration not stated)
 : -16	4	-18	-13	5	-3	-0.1	1	4	-10	-0.2
C[C@@H]1CN([C@@H](C)CO)C(=O)c2cc(NC(=O)Nc3ccc(F)cc3)ccc2O[C@@H]1CN(C)Cc1ccc(Oc2ccccc2)cc1
 : -4	1	7	0	0	14	3.3	/	80*	18	1.4
COc1ccc2nc(Cl)c(/C=N/Nc3ccccn3)cc2c1
 : -7	-204	-52	-1	11	-67	-0.2	0	-215	-3	-1.4
CCN1CCN(C(=O)/C=C/c2ccc(C)o2)CC1
 : -4	7	-22	/	-3	23	0.0	4	4	1	-0.6
CNC(=O)/C(C#N)=C/c1c(N2CCCCCC2)nc2c(C)cccn2c1=O
 : -4	-2	4	0	-3	-3	-0.3	3	-11	7	-0.7
CCn1c(CNC(=O)c2cccc(C)c2)nnc1SCC(=O)Nc1cccc(OC)c1
 : -5	-1	-12	-6	-6	0	0.0	0	6	4	0.2
CCOC(=O)C(=O)N1c2ccccc2C(N(C(=O)C(=O)OCC)c2ccccc2)CC1C (configuration not stated)
 : 0	23	1	3	-15	-14	-0.2	-1	17	9	-0.6
CCSc1nc(N)c(NC(=O)c2ccc(Br)o2)c(=O)[nH]1
 : -10	-6	-4	-1	-8	1	0.4	-5	3	6	0.7
CC(C)n1ncc2c(C(=O)NCCc3ccc(F)cc3)cc(C3CC3)nc21
 : -2	13	2	-4	-8	-11	0.0	/	32	8	0.3
CC(=O)c1ccc(N(CC(=O)NCc2ccc3c(c2)OCO3)C(=O)c2csnn2)cc1
 : -3	-44	-1	-7	5	-22	0.0	6	-29	-3	-0.6
COc1ccc2c(c1OC)C(=O)N1N=C(c3ccc(Cl)cc3)CC21 (configuration not stated)
 : -1	-56	-22	-2	-5	-23	-0.4	0	-36	1	-2.3
O=C(COc1ccc(C(=O)NCCc2ccccc2)cc1)Nc1ccccc1
 : -4	5	-8	4	0	-3	-0.2	3	-2	2	-0.2
N#Cc1cccc(C(=O)OCC(=O)NCc2ccco2)c1
 : -2	5	0	-1	-2	8	-0.4	-1	-8	-2	-0.3
COc1ccc(NC(=O)/C=C/c2ccccc2)c([N+](=O)[O-])c1
 : -3	-220	-121	12	8	-58	-0.1	2	-215	4	-0.2
COC(=O)c1cccc(C23CC4(C2)[C@H](CN(CC2CCCCC2)[C@@H]4c2ccccc2)C3c2ccccc2)c1 (some centres not stated)
 : -9	7	-1	-3	5	-14	0.1	-1	3	4	0.5
NC(=O)C1CCN(CCC(=O)Nc2cccc(Cl)c2)CC1
 : -3	22	-1	/	5	-2	-0.2	1	11	0	2.0
COC(=O)c1ccc2nc(-c3cccc(Br)c3)c(Cc3ccc(OC)cc3C)n2c1
 : -7	-22	-30	/	/	/	0.2	/	-33	-2	1.6
Cc1ccc(-n2c(-c3ccco3)nc3c(cnn3-c3ccc(C)cc3)c2=O)cc1
 : -6	12	-9	-12	-5	-1	-0.2	-1	10	-3	-0.3
CCCCC(=O)Nc1ccc2c3c(cccc13)C(=O)N2CC
 : -9	-27	9	17	-1	-3	0.0	-4	5	1	2.6
O=C(CSc1nnc(-c2ccccn2)o1)Nc1ccccc1Cl
 : -3	-139	-107	5	9	-13	0.0	4	-202	-6	-0.4
O=C(COC(=O)CNC(=O)c1ccccc1)NCc1ccc2c(c1)OCO2
 : -17	6	4	0	-9	7	0.1	/	-8	2	0.4
COc1ccc(CCNC(=O)CCCOc2ccc(Cl)cc2)cc1OC
 : -18	22	2	4	-1	16	0.0	-4	12	16	-0.5
O=C1C(=O)N(Cc2ccccc2)C(=O)N1CCOc1ccccc1
 : -4	-5	-45	-3	1	9	0.1	/	8	-1	2.2
CCO/C=C1\C(=O)N(c2ccccc2)C(=O)c2ccccc21
 : /	-17	-14	/	4	13	-0.2	6	-2	-5	-0.4

High-throughput results deposited in PubChem by several laboratories.

Compounds were not picked by outcome, and some 3.5% of all compounds hit somewhere here.
